NadD block: inhibitors of Staphylococcus aureus NadD | AID 602399 | purified NadD enzyme, colorimetric absorbance read-out | 360,000 compounds, 0.78% hits | inhibition, % at 20 µM; in the data active means inhibition above about 26%; further: some compounds past the cut are filed as inactive
Scp1 inh: Scp-1 (human) phosphatase inhibition. Recombinant Scp1, phosphopeptide, malachite green phosphate absorbance. inhibition, % at 20 µM. 340,000 compounds, 0.88% hits. AID 493091;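 active means inhibition above about 50% at 20 µM, limit read from the data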;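 further: plate controls were DMSO wells with enzyme for no effect and wells lacking enzyme for full effect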
Target sequence (Q9GZU7 76-261 limits assumed): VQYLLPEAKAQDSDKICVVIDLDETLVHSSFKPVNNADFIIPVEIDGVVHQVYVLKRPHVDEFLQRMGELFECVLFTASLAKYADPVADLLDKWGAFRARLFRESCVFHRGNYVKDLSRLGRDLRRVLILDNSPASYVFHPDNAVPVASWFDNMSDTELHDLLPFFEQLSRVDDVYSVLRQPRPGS
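System: truncated SCP-1 phosphatase (76-261aa); medium: Tris acetate buffer pH 5.5 with MgCl2 and Tween-20; incubation: 45 min room-temperature reaction, 5 min colour, 30 min stabiliser; compound: single 20 µM dose, 1% DMSO; reagent: Phosphorylated 17-residue peptide substrate; read-out: % inhibition at 20 µM; technique: colorimetric free-phosphate detection, absorbance 630 nm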
CSN deneddyl inh: CSN deneddylation inhibition; Q92905; Purified CSN, SCF-Nedd8-OG deneddylation, fluorescence polarization; inhibition, % at 12.5 µM; 360,000 compounds, 0.38% hits;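 active means pattern-corrected inhibition above about 35%, with an unprinted fluorescence ratio check between 0.5 and 1.5, limit read from the data, passing the limit was not always enough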;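 further: 0% = enzyme with substrate and 100% = substrate without enzyme; some results filed as inactive read as strong as hits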
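test system = HEK293T-derived human Csn5 enzyme | amount = 0.24 nM Csn5 enzyme, final concentration | medium = Tris/NaCl/DTT buffer, pH 7.5 | schedule = 90 min reaction at room temperature | signal = FP | evaluation = inhibition of Csn5 cleavage, % | compound dosing = single dose of 12.5 µM compound with 0.25% DMSO | probe or stimulus = 10 nM SCFSkp2-Nedd8OG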
SUMO1-SIM PPI: alters human SUMO1 binding to SIM partners | P63165 | SUMO1 binding to a labelled peptide, TR-FRET, 1 h | inhibition, % at 20 µM | 360,000 compounds, 0.33% hits | AID 602429; in the data active means inhibition above about 37%
Target sequence (P63165 whole entry, looked up): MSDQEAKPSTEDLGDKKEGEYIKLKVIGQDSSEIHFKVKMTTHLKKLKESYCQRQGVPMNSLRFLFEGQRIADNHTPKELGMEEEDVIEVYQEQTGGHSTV
TbMetRS inhib: Trypanosoma brucei MetRS inhibition; purified T. brucei MetRS, ATP depletion, Kinase-Glo luminescence; inhibition, % at 11.9 µM; 360,000 compounds, 0.4% hits; AID 624268;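 active means inhibition above a per-plate cutoff of the control wells' mean inhibition plus 3 SD, cut at about 5.5% in these data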;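 further: 0% = DMSO wells median and 100% = median of wells with control inhibitor compound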
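Dosing: 11.9 µM single point; system: parasite MetRS enzyme; technique: luminescence of leftover ATP; times: 15 min enzyme-compound preincubation, 2 h reaction, 10 min detection, 25 °C; replicates: each compound tested once; read-out basis: percent inhibition relative to median high and low control wells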
Rpn11 inh: Rpn11 (human) deubiquitinase inhibition; O00487; human 26S proteasome, Ub4-pepOG fluorescence polarization; 20S core pre-blocked with epoxomicin; calls only at 20 µM; 360,000 compounds, 0.59% hits; AID 588493;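 active means inhibition at 20 µM, scaled to each plate's controls, above about 33%, limit read from the data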
Target sequence (O00487 whole entry, looked up): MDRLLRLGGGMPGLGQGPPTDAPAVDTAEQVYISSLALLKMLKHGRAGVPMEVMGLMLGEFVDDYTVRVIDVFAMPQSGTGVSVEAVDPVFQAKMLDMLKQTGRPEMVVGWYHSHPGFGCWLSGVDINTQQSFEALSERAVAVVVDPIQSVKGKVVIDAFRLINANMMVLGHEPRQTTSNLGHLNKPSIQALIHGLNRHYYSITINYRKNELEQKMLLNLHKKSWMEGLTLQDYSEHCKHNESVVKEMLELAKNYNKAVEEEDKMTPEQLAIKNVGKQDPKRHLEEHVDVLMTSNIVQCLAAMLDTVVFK
DNMT1 inh: blocks human DNA methyltransferase DNMT1; P26358; DNMT1 molecular beacon, Hinp1I cleavage, fluorescence; inhibition (reported as % activation of signal), % at 10 µM; 360,000 compounds, 0.83% hits; in the data active means inhibition above about 50%
LMPTP block: blocks human LMPTP phosphatase | recombinant LMPTP-A, OMFP fluorogenic substrate, fluorescence intensity | inhibition, % at 20 µM | 360,000 compounds, 0.22% hits | AID 651560;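 active means compounds that cut the enzyme signal by at least half of the control window in the single-dose screen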;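 further: plate controls were DMSO wells with enzyme plus substrate for no effect and substrate without enzyme for full effect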
Target sequence (P24666 whole entry, looked up): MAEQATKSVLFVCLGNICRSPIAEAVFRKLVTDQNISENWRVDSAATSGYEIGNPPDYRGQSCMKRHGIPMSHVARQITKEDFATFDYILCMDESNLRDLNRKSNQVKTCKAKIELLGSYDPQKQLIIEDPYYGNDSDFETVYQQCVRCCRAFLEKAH
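Test system – LMPTP-A phosphatase enzyme · Quantity – 0.625 nM LMPTP-A final · Reagent – OMFP substrate, 400 µM final · Dosing – one test concentration per compound, 20 µM, with 3% DMSO overall · Timing – 50 min enzyme reaction at room temperature, protected from light · Detection – fluorescence intensity · Controls – substrate-only low control, DMSO enzyme-plus-substrate high control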
MsrA inh: bovine MsrA inhibition. purified bovine MsrA, absorbance read-out. inhibition, % at 15.5 µM. 360,000 compounds, 0.75% hits. AID 651718; in the data active means inhibition above about 4.5%;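 further: 0% = vehicle wells with enzyme and 100% = reference inhibitor wells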
STEP inh: inhibitors of human striatal-enriched phosphatase STEP; 360,000 compounds, 0.25% hits; P54829; recombinant STEP, OMFP fluorogenic substrate, fluorescence; inhibition, % at 20 µM;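 active means inhibition at 20 µM, scaled per plate between control wells, above about 37%, limit read from the data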;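 further: 0% = DMSO with enzyme and substrate and 100% = substrate only without enzyme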
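Material: STEP (striatal-enriched tyrosine phosphatase) enzyme, cell-free; Compound dosing: 20 µM single dose in 1% DMSO; Technique: fluorescence read at 480 nm ex / 540 nm em; Times: reaction 20 min, ambient temperature; Medium: 50 mM Bis-Tris pH 6.0 with 2.5 mM DTT and 0.005% Tween 20; Also added: OMFP at 25 µM.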
An asterisk follows results filed as active; i = inactive; . = no result given.

SMILES	NadD block	Scp1 inh	CSN deneddyl inh	SUMO1-SIM PPI	TbMetRS inhib	Rpn11 inh	DNMT1 inh	LMPTP block	MsrA inh	STEP inh
CN(CC(=O)Nc1ccc(F)cc1)C(=O)c1ccncc1	7	-6	-1	-16	-0.2	i	0	-8.7	-0.3	-3
Cc1cccc(N2CCN(c3ccc4cc(S(=O)(=O)N5CCCCC5)ccc4n3)CC2)c1C	29*	1	0	-8	-0.4	i	0	3.1	1.9	2
C#CCN(C[C@@H]1[C@@H](OC(=O)NCC2CCCCC2)[C@@H](OC(=O)NCC2CCCCC2)Cn2c(=O)ccc(=O)n21)S(=O)(=O)c1ccc(C)cc1	21	.	10	-3	-0.4	i	-4	1.1	1.8	-1
COc1ccc(CC(=O)OCC(=O)NCCNC(=O)COC(=O)Cc2ccc(OC)cc2)cc1	-1	-3	1	3	-0.5	i	1	-0.8	0.0	-1
CCCCn1c(N)c(N(CC(C)C)C(=O)c2cccc(S(=O)(=O)N(C)c3ccccc3)c2)c(=O)[nH]c1=O	3	-3	5	4	-0.2	i	-3	-1.5	-1.2	-2
Cc1[nH]n(-c2ccc(Cl)cc2)c(=O)c1C(=O)c1ccccc1	-4	-6	-5	-3	0.1	i	-5	-0.1	7.3*	0
CN(CC(=O)Nc1ccccc1Cl)C(=O)CCSc1ccc(F)cc1	-4	-6	3	5	0.1	i	2	0.2	0.4	2
O=C(COc1ccccc1Cl)Nc1ccc2oc(=O)ccc2c1	2	-7	1	7	-0.1	i	8	2.5	-0.1	3
COc1ccc(C(CC(=O)N2CCCC2)c2c(OC)cc(OC)c3ccc(=O)oc23)cc1 (stereo not drawn)	2	6	2	-9	0.0	i	13	-1.6	2.4	3
COc1cc(N=Nc2ccccc2C(=O)O)ccc1O	-8	-1	-1	-50	-0.8	i	3	3.9	0.9	4
O=C(NCCCc1ccccc1)c1ccc([N+](=O)[O-])cc1Cl	-4	0	-2	-34	0.3	i	-1	-0.3	0.9	-2
O=C(NC1CCCCCC1)C1C2C=CC3(CN(Cc4cccnc4)C(=O)C13)O2 (stereo not drawn)	3	2	-2	-2	-0.5	i	6	-1.1	1.1	-2
CCCNS(=O)(=O)c1ccc(CCC(=O)N2CCN(c3ccc(F)cc3)CC2)cc1	1	2	-12	0	-0.3	i	6	-1.1	-1.6	-1
CC[C@@H](C)[C@@H]1CN([C@@H](CN2CCC[C@H]2CN2C(N)=NC[C@H]2CC(C)C)C(C)C)C(=N)N1CCc1ccc(Cl)c(Cl)c1	-4	1	7	-24	-1.0	i	-5	6.6	-0.3	4
COc1ccc(NC(=O)c2ccccc2SC)cc1OC	6	-8	2	-1	0.1	i	-2	1.1	-0.7	-1
O=C(c1ccc2ccccc2n1)N1CCN(S(=O)(=O)c2ccccc2)CC1	-1	-2	-3	5	-0.2	i	-2	-1.2	-0.1	10
CCOC(=O)N1CCN(C(=O)C2CCN(Cc3ccc(OC)cc3OC)CC2)CC1	1	3	-4	1	-1.1	i	0	0.4	2.9	-2
CCCn1c2ccc(/C(C)=N\O)cc2c2cc(/C(C)=N/O)ccc21	-2	-7	1	2	-0.7	i	-19	0.2	1.2	-1
CC(C)(NO)/C(=N/O)c1ccc(Br)cc1	-1	-17	3	2	0.1	i	-6	-1.3	-1.2	-2
O=C(NC(=S)N(Cc1ccccc1)Cc1ccccc1)c1ccccc1F	1	-10	0	1	-1.0	i	2	1.3	0.9	4

A few values from above:
For Scp1 inh, `COc1ccc(NC(=O)c2ccccc2SC)cc1OC` is entered as -8
For STEP inh, `CCOC(=O)N1CCN(C(=O)C2CCN(Cc3ccc(OC)cc3OC)CC2)CC1` is entered as -2

Further compounds follow.
SMILES	NadD block	Scp1 inh	CSN deneddyl inh	SUMO1-SIM PPI	TbMetRS inhib	Rpn11 inh	DNMT1 inh	LMPTP block	MsrA inh	STEP inh
O=C(NCCCN1CCOCC1)c1cc2ccccc2oc1=O	0	-11	1	-21	-0.6	i	1	-1.3	1.4	2
CN(C)CCNc1ncnc2c1ncn2[C@H]1CN(Cc2ccc3c(c2)OCO3)C[C@@H](CO)O1	-2	.	0	0	-0.4	i	7	-1.6	-0.8	-2
COc1ccc(C(=O)NCCCNC(=O)c2ccccn2)cc1Br	-7	-6	2	2	-0.3	i	0	-0.1	-0.8	-2
COc1cc2c(cc1OC)C(c1ccccc1)N(C(=O)c1ccco1)CC2 (stereo not drawn)	-5	18	5	6	-0.2	i	0	0.5	1.2	0
C[C@H](NC(=O)c1[nH]cnc1C(=O)Nc1ccccc1)c1ccccc1	0	-10	-4	13	-0.2	i	-6	3.1	-1.6	-3
CC(C)c1nc(N2CCOCC2)c(C#N)c2c1CCCC2	4	1	-5	-1	-0.8	i	1	2.0	0.4	-4
CCc1cc(C(c2ccccc2OC)N2CCOCC2)c(NC(=O)c2ccccc2)s1 (stereo not drawn)	10	-5	-6	-1	-1.2	i	-2	4.5	1.4	4
CSc1ccccc1C(=O)NCc1ccc(F)cc1	-4	-4	7	2	-0.7	i	7	-0.3	-0.1	0
CCOC(=O)c1ccc(NC(=O)CC2NCCNC2=O)cc1 (stereo not drawn)	-1	-2	-4	0	-1.2	i	6	-1.1	-1.7	-3
O=C(Nc1ccccc1)N1CCC(C(=O)N2CCN(c3ccccc3F)CC2)CC1	-3	-7	1	3	-0.5	i	-1	-0.1	0.4	7
CC/C(=N\NC(=O)c1ccoc1C)c1ccc(C)o1	-3	-6	-2	-1	-1.2	i	-1	-0.7	-0.1	0
Cc1ccc(-n2c(=S)sc3c(=O)n(-c4ccccc4F)c(SCC(=O)O)nc32)cc1C	0	-4	7	-17	-0.3	i	4	1.0	0.6	0
O=C(CN1C(=O)/C(=C/c2cccc(Cl)c2)SC1=S)NC1C=CS(=O)(=O)C1 (stereo not drawn)	-4	-1	-2	-15	0.7	i	4	1.8	2.0	1
CN1C(=O)C(O)(CC(=O)c2ccc3c(c2)OCO3)c2ccccc21 (stereo not drawn)	-2	-5	-4	-4	0.3	i	3	-1.1	1.7	-1
Cc1cc(C)cc(NC(=O)Nc2ccc3ccccc3n2)c1	-1	-4	3	3	-0.4	i	11	-4.3	-0.7	1
CCCCOc1ccccc1C1NC(=O)NC(C)=C1C(=O)OCc1ccco1 (stereo not drawn)	-1	-6	2	0	-0.3	i	-5	-0.4	0.8	-12
COc1cc(OC)c(NC(C)C(=O)N2CCCC2)cc1Cl (stereo not drawn)	-4	-1	-3	-17	-0.4	i	-11	0.6	1.1	7
CCOc1ccc(S(=O)(=O)N2CCN(Cc3ccccc3)CC2)cc1	-6	0	0	-2	0.0	i	-7	-0.4	-0.3	-1
COC(=O)c1ccccc1NC(=O)CN1CCN(C23CC4CC(CC(C4)C2)C3)CC1	-6	-4	1	-4	-0.6	i	4	-0.7	-1.2	0
COCCCNC(=O)c1nc2c(nnn2Cc2cc(C)ccc2C)c(=O)[nH]1	3	-4	0	0	-0.6	i	4	-1.6	-0.2	-1

Marked active in NadD block (from the list above):
SMILES	NadD block	Scp1 inh	CSN deneddyl inh	SUMO1-SIM PPI	TbMetRS inhib	Rpn11 inh	DNMT1 inh	LMPTP block	MsrA inh	STEP inh
Cc1cccc(N2CCN(c3ccc4cc(S(=O)(=O)N5CCCCC5)ccc4n3)CC2)c1C	29*	1	0	-8	-0.4	i	0	3.1	1.9	2

(listing goes on)
SMILES	NadD block	Scp1 inh	CSN deneddyl inh	SUMO1-SIM PPI	TbMetRS inhib	Rpn11 inh	DNMT1 inh	LMPTP block	MsrA inh	STEP inh
O=C(CNCCC1=CCCCC1)Nc1ccc(N2CCCCCC2)cc1	-7	-6	0	-1	-1.0	i	-9	1.2	0.2	2
CCOC(=O)N1CCC2(CC1)NCCc1c2[nH]c2ccccc12	-3	-4	-1	0	1.7	i	8	1.5	-0.1	-1
COc1ccccc1NC(=O)c1ccccc1NC(=O)c1cccs1	-4	-9	2	-2	-0.9	i	0	1.3	0.4	1
CC(C)NC(=O)c1cc(C2CCCCN2C(=O)CCCc2ccccc2)on1 (stereo not drawn)	2	.	1	-4	-0.2	i	5	0.6	1.5	2
CC(Nc1nc(N2CCCCC2)nc2ccccc12)c1ccccc1 (stereo not drawn)	5	2	5	5	-0.2	i	-9	13	-0.7	2
CC(O)(c1ccc(F)c(F)c1)c1nc(-c2cccc(F)c2)cs1 (stereo not drawn)	0	.	0	-2	0.3	i	-9	1.9	0.2	-2
O=C(Nc1ccc(Cl)c(Cl)c1)OCc1cncs1	-5	-5	-2	0	0.1	i	-4	-0.8	0.2	-2
CCN(CC)c1ccc(/C=N/Nc2nn[nH]n2)cc1	-2	23	3	-10	-1.0	i	1	-0.5	6.4*	1
CCCCC[C@@H]1[C@@H]2C(=C(OCC)C[C@@H]3C(=O)N(c4ccccc4)C(=O)[C@H]23)[C@H](c2ccccc2)N1S(=O)(=O)c1ccc(C)cc1	1	.	2	3	-1.4	i	2	0.3	0.4	4
Cn1cc(C(=O)N/N=C/C2=C(N3CCOCC3)C(=C\c3ccccc3)/CC2)ccc1=O	-3	-4	-2	-4	-0.5	i	-5	1.3	1.4	3
O=C(CCn1cncn1)N1CCN(S(=O)(=O)c2ccc(Cl)cc2)CC1	4	5	3	4	-0.8	i	0	-0.6	0.3	-1
CCN(CC)c1ccc(S(=O)(=O)N(CC)CC)cc1NC(=O)C1CCCC1	-4	-4	-6	1	0.3	i	21	0.3	1.0	0
CN(Cc1ccc(F)cc1)C(=O)CNC(=O)C1CCCCC1	0	-5	1	3	-0.3	i	-1	-0.4	-1.1	-3
CCn1c(COc2cccc(C)c2C)nnc1SCC(=O)Nc1cc(C)on1	-2	1	-5	-4	0.2	i	27	-1.1	0.7	0
Cc1cc(C)cc(NC(=O)C2CCN(S(C)(=O)=O)CC2)c1	4	0	0	5	0.1	i	-1	1.3	0.9	0
COc1ccc(C2=Nc3ccccc3NC(=O)C2N(C(=O)c2cnc(C)cn2)c2ccc(N3CCOCC3)cc2)cc1 (stereo not drawn)	0	.	1	2	-0.1	i	1	-0.9	1.0	-1
CCC/C(=N\NC(=O)c1ccccc1C)c1ccccc1	-2	-2	-16	3	0.3	i	0	-0.1	-0.1	0
CCOc1ccccc1OCCC(=O)Nc1ccc(F)c(Cl)c1	-4	-3	6	0	-0.4	i	-1	0.7	0.6	1
O=C(N/N=C/c1ccc([N+](=O)[O-])s1)C(O)c1ccccc1 (stereo not drawn)	-6	-6	6	-14	-1.0	i	-10	-0.5	3.2	0

Screening data from PubChem.
